Source: PubChem (several laboratories)
Efflux pump mplx = antifungal efflux pump inhibition, Nile Red retention; S. cerevisiae Candida pump triplex; inhibition, % at 10 µM; 330,000 compounds, 0.44% hits; AID 485275;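 active = plate passing quality check with inhibition over a set limit, or well fluorescence over plate mean plus 4 SD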;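 note: Nile Red retained in pooled yeast measured as flow cytometry median fluorescence; 0% = buffer negative control and 100% = Enniatin B positive control; higher means more Nile Red kept so more efflux inhibition; some compounds called inactive have numbers as strong as hits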
MEP2 TOR yeast = modulators of TOR pathway MEP2-GFP in S. cerevisiae; S. cerevisiae MEP2-GFP strain, flow cytometry GFP, 3 h; 100% = DMSO control level; GFP response vs DMSO, % at 10 µM; 330,000 compounds, 0.51% hits; AID 2016;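 active = GFP response versus DMSO above a set limit, roughly screen mean plus 3 SD, cut at about 180% in these data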;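 note: median GFP fluorescence of the barcode-gated MEP2-GFP cells per well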
AHR act = activators of human aryl hydrocarbon receptor. P35869. AHR-responsive luciferase reporter cells, luminescence. activation, % at 5 µM. 320,000 compounds, 2.5% hits; in the data active = activation above about 47%;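 note: 0% = vehicle wells and 100% = reference agonist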
Target sequence (P35869 whole entry, looked up): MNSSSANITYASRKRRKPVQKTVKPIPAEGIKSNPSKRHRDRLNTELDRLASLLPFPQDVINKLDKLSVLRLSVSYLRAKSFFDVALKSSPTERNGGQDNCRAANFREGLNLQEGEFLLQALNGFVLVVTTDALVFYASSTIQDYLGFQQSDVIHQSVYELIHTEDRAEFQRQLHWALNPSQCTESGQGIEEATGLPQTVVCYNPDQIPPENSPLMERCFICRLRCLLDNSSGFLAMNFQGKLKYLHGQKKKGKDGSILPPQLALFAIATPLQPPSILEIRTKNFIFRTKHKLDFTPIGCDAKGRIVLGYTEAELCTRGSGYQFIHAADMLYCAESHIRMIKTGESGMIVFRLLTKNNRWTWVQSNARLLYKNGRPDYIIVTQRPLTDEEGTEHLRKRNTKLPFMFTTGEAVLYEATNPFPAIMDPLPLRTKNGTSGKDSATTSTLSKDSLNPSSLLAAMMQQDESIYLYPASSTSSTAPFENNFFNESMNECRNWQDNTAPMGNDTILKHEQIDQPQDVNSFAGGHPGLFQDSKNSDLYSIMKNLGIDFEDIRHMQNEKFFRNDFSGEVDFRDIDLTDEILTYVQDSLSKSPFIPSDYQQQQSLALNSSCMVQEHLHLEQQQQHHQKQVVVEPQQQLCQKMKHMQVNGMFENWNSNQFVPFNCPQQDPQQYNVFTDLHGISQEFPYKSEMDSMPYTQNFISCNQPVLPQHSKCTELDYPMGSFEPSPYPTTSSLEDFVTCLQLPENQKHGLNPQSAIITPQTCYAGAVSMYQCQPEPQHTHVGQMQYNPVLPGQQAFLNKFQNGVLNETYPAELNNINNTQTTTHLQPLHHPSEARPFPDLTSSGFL
Yeast superoxide = lowers age-related superoxide in aged yeast cells. superoxide response (% of plate mean), % at 10 µM. S. cerevisiae aged cells, superoxide DHE fluorescence; hits give low values. 330,000 compounds, 0.18% hits;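 active = superoxide response under a set limit, about three screen SD below normal, cut at about 65% in these data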;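 note: yeast aged for seven days with compound at 30 °C before DHE staining; 100% = average MFI of all compound-treated wells on the plate with controls excluded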
AGP1-GFP MLPCN = alters AGP1-GFP fluorescence in TOR pathway yeast screen | AID 2066 | S. cerevisiae AGP1-GFP multiplex flow cytometry, 3 h; GFP as percent of DMSO wells | 320,000 compounds, 0.02% hits | GFP response vs DMSO, % at 10 µM;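 active = GFP response relative to DMSO above a set limit, near screen average plus 3 SD, cut at about 150% in these data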;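 note: median GFP channel fluorescence of the gated AGP1 strain per well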
LAP4-GFP MLPCN = alters LAP4-GFP fluorescence in TOR pathway yeast screen | S. cerevisiae LAP4-GFP multiplex, flow cytometry GFP, 3 h; median GFP as percent of DMSO wells | GFP response vs DMSO, % at 10 µM | 320,000 compounds, 0.34% hits;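 active = GFP response vs DMSO above a set limit, about the screen mean plus 3 SD, cut at about 150% in these data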
RPL19A-GFP yeast = modulators of TOR pathway RPL19A-GFP in S. cerevisiae; S. cerevisiae RPL19A-GFP strain, flow cytometry, 3 h; hits give low values; percent response vs DMSO, % at 10 µM; 330,000 compounds, 0.3% hits;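 active = percent response vs DMSO below 50%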;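 note: median channel GFP fluorescence of the barcoded RPL19A-GFP strain; ratio of sample median GFP to plate DMSO average so 100% = DMSO; lower means less RPL19A-GFP as with rapamycin TOR inhibition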
CIT2 TOR yeast = alters CIT2-GFP fluorescence in TOR pathway yeast screen; S. cerevisiae CIT2-GFP strain, flow cytometry, 3 h; 100 means same as DMSO wells; 320,000 compounds, 0.065% hits; GFP response vs DMSO, % at 10 µM;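 active = GFP response relative to DMSO above a set limit, near the screen mean plus 3 SD, cut at about 150% in these data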;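 note: ratio of well median GFP fluorescence to mean of DMSO wells on the plate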
* = called active by the depositor; / = no result given.

1. Cc1ccc(C2C(C#N)=C(N)Oc3cc(C)oc(=O)c32)o1 (configuration not stated)
2. Cc1ccc(CNC(=O)c2cccnc2)cc1
3. COC(=O)C1CCN(c2cc(=O)n(C3CCCCC3)c(=O)[nH]2)CC1
4. O/N=C/c1ccccc1Oc1ccc(Cl)cc1
5. O=C(NCc1ccc(F)cc1)c1cc2ccccc2o1
6. CCOC(=O)c1c(C)[nH]c(C(=O)CSc2nc(C)cc(C)n2)c1C
7. C/C=C(\C)CN1CCc2cc(OC)c(OC)cc2C1
8. CCn1c2ccccc2c2cc(NC(=O)c3cc(C)on3)ccc21
9. O=C(CNCC1CCCO1)Nc1ccccc1N1CCOCC1 (configuration not stated)
10. Cc1nc2c3ccccc3nc(NNC(=O)CCC(=O)NCCN3CCN(c4ccccc4F)CC3)n2n1
assay / entry,1,2,3,4,5,6,7,8,9,10
AGP1-GFP MLPCN,96,118,88,83,90,98,110,93,97,103
Efflux pump mplx,0.0,0.0,0.3,0.2,0.5,0.1,0.2,0.1,-0.1,0.0
MEP2 TOR yeast,109,102,98,111,91,99,103,102,109,107
LAP4-GFP MLPCN,97,115,92,118,97,93,102,122,98,102
RPL19A-GFP yeast,105,107,97,102,100,103,105,107,100,102
CIT2 TOR yeast,91,105,92,62,85,104,98,107,100,108
Yeast superoxide,103,96,109,97,95,102,111,103,88,131
AHR act,2,-1,4,3,2,-2,2,53*,3,19

11. COc1ccc(N2CCN(CC(=O)NC(C)c3ccccc3)CC2)cc1 (configuration not stated)
12. CCOc1ccc(/C(O)=C2\C(=O)C(=O)N(CCN(C)C)C2c2cccc(OC)c2OC)cc1Cl (configuration not stated)
13. O=C(NCCCNC(=O)c1ccc(-c2cc(Cl)ccc2Cl)o1)c1cnccn1
14. O=C(CCN1c2ccccc2Sc2ccccc21)Nc1ccccc1
15. Cc1ncoc1C(=O)N1CCCC(C(=O)c2ccc(-c3ccccc3)cc2)C1 (configuration not stated)
16. O=S(=O)(NC1CCCCC1N1CCCCC1)c1ccccc1 (configuration not stated)
17. CCOC(=O)COc1coc(CN2CCN(c3ccc(F)cc3)CC2)cc1=O
18. CC(=O)Nc1ccc(S(=O)(=O)Nc2cccc(-c3nc4ccccc4o3)c2)cc1
19. Cc1ccc(OC(=O)C(C)c2cccc(C(=O)c3ccccc3)c2)cc1 (configuration not stated)
20. CCS(=O)(=O)N1CCC(C(=O)NCCCN2CCC(Cc3ccccc3)CC2)CC1
assay / entry,11,12,13,14,15,16,17,18,19,20
AGP1-GFP MLPCN,98,/,93,89,94,103,105,96,93,101
Efflux pump mplx,0.0,0.1,0.0,0.0,0.0,0.3,0.1,0.0,0.1,0.1
MEP2 TOR yeast,101,91,102,100,103,100,110,98,97,102
LAP4-GFP MLPCN,91,86,94,102,103,99,102,97,94,106
RPL19A-GFP yeast,106,93,96,98,99,102,101,95,91,101
CIT2 TOR yeast,100,89,98,87,103,103,103,94,87,107
Yeast superoxide,86,92,96,97,91,99,81,94,102,135
AHR act,5,1,-3,9,2,-2,1,-5,-2,-4

21. COc1ccc(N=C2SC(C(=O)O)CC(=O)N2Cc2ccc(OC)c(OC)c2)cc1 (configuration not stated)
22. CCN(CC)c1ccc(Nc2cc3n(c(=O)n2)CCc2cc(OC)c(OC)cc2-3)cc1
23. O=c1[nH]c2ccc(NCc3ccc(F)cc3)cc2[nH]1
24. CCCCS(=O)(=O)/C=C\C1C2C=CC(C2)C1S(=O)(=O)CCCC (configuration not stated)
25. O=C(Cc1cccc2ccccc12)OCn1nnc2ccccc2c1=O
26. COc1cccc(NC(=O)CN(C)C(=O)CSc2ccc3c(c2)OCCO3)c1
27. CC(C)c1[nH]nc2c1C(C1C=CCCC1)C(C#N)=C(N)O2 (configuration not stated)
28. Cc1ccc(C(C(=O)NC2CCCC2)N(Cc2ccc(F)cc2)C(=O)c2snc(C(N)=O)c2N)o1 (configuration not stated)
29. COc1ccc(-c2nnc(SCC(=O)NCCC(C)C)nc2-c2ccc(OC)c(OC)c2)cc1OC
30. NC[C@H](O)c1ccc(O)c(O)c1
assay / entry,21,22,23,24,25,26,27,28,29,30
AGP1-GFP MLPCN,89,96,103,/,92,93,106,99,107,87
Efflux pump mplx,-0.1,0.1,-0.1,-0.1,-0.2,0.1,0.0,0.1,0.1,-0.1
MEP2 TOR yeast,96,108,99,108,94,97,99,89,116,94
LAP4-GFP MLPCN,99,96,85,115,101,110,114,96,104,103
RPL19A-GFP yeast,101,104,109,106,93,95,100,97,108,100
CIT2 TOR yeast,/,98,117,114,91,84,95,111,114,81
Yeast superoxide,101,94,103,97,103,105,104,104,106,86
AHR act,-4,3,1,-1,4,16,-1,1,4,-1

Part of the list above, as a markdown table.
| nr | Compound | AGP1-GFP MLPCN | Efflux pump mplx | MEP2 TOR yeast | LAP4-GFP MLPCN | RPL19A-GFP yeast | CIT2 TOR yeast | Yeast superoxide | AHR act |
| --- | --- | --- | --- | --- | --- | --- | --- | --- | --- |
| 7 | C/C=C(\C)CN1CCc2cc(OC)c(OC)cc2C1 | 110 | 0.2 | 103 | 102 | 105 | 98 | 111 | 2 |
| 15 | Cc1ncoc1C(=O)N1CCCC(C(=O)c2ccc(-c3ccccc3)cc2)C1 (configuration not stated) | 94 | 0.0 | 103 | 103 | 99 | 103 | 91 | 2 |
| 24 | CCCCS(=O)(=O)/C=C\C1C2C=CC(C2)C1S(=O)(=O)CCCC (configuration not stated) | / | -0.1 | 108 | 115 | 106 | 114 | 97 | -1 |

Continued:
31. CCn1c(=O)cc(N2CCCCC2)[nH]c1=O
32. COc1ccc(OCCNC(=O)c2ccc(C)cc2)cc1
33. COc1cc2c(cc1OC)[C@H](C)N(C(=O)NCc1ccccc1)CC2
34. CC(C)(C)OC(=O)C[C@@H]1C/C=C\C[C@H](CC(=O)NCCO)C(=O)N2CCC[C@@H]2COC1=O
35. Cc1ccc(C(O)CN2C3=NCCN3c3ccccc32)cc1 (configuration not stated)
36. O=C(O)CCC(=O)N1N=C(c2ccccc2)CC1c1ccc2c(c1)OCO2 (configuration not stated)
37. CCN(C[C@H]1N[C@@](CC)(C(=O)OC)[C@H]2C(=O)N(Cc3ccccc3)C(=O)[C@@H]12)C(=O)c1ccc(C(C)(C)C)cc1
38. CC(C)C1=CC(=Nc2ccc(S(N)(=O)=O)cc2)C=C(C(C)C)C1=O
39. COc1ccc(NC(=S)NCCc2ccc(F)cc2)c(OC)c1
40. COc1ccc(Cl)cc1N/C(N)=N/c1nc(C)cc(=O)[nH]1
assay / entry,31,32,33,34,35,36,37,38,39,40
AGP1-GFP MLPCN,114,92,99,100,96,108,106,104,100,104
Efflux pump mplx,-0.1,0.2,-0.4,-0.1,0.1,-0.1,0.2,0.2,0.0,0.3
MEP2 TOR yeast,99,100,92,96,101,104,100,104,108,105
LAP4-GFP MLPCN,94,116,105,98,98,102,108,95,91,105
RPL19A-GFP yeast,103,100,99,99,91,106,102,104,105,96
CIT2 TOR yeast,100,88,99,103,101,101,98,104,102,102
Yeast superoxide,89,88,81,100,88,100,119,99,85,106
AHR act,0,4,-1,2,5,/,1,/,5,8

41. CN(CC(=O)Nc1cccc(F)c1)C(=O)CSc1nc2ccccc2s1
42. Cc1c(O)nc2sc3ccccc3n2c1=O
43. Cc1ccc(-c2nn3c(C)nnc3s2)cc1N
44. O=C(CN1CCCC1)N/N=C/c1ccc(-c2cccc(Cl)c2)o1
45. Cc1nc2ccccc2c(=O)n1NC(=O)C1CC1
46. Cc1ccc(N(CC(=O)NC2CCCCC2C)S(=O)(=O)c2c(C)noc2C)cc1 (configuration not stated)
47. CN1C(=O)C(c2ccccc2[N+](=O)[O-])C(=O)c2ccccc21 (configuration not stated)
48. CC(C)c1ccc(CCNC(=O)CSC(=S)N2CCCC2)cc1
49. CC(C)CSc1n[nH]c(N)n1
50. COc1ccc(S(=O)(=O)NC(N)=NCCc2ccc(OC)c(OC)c2)cc1C
assay / entry,41,42,43,44,45,46,47,48,49,50
AGP1-GFP MLPCN,94,110,108,112,102,97,95,108,101,114
Efflux pump mplx,0.2,-0.1,-0.1,-0.1,0.0,0.0,0.1,0.0,0.1,-0.1
MEP2 TOR yeast,93,106,110,109,102,85,100,100,112,108
LAP4-GFP MLPCN,98,119,104,120,100,89,95,105,91,105
RPL19A-GFP yeast,90,108,101,115,100,96,103,98,106,112
CIT2 TOR yeast,91,104,105,109,103,97,101,107,104,113
Yeast superoxide,114,87,89,96,104,95,106,100,79,64*
AHR act,10,6,12,7,3,1,3,0,2,0

4 entries out of the list, ordered by length of the SMILES, ascending.
43. Cc1ccc(-c2nn3c(C)nnc3s2)cc1N
45. Cc1nc2ccccc2c(=O)n1NC(=O)C1CC1
48. CC(C)c1ccc(CCNC(=O)CSC(=S)N2CCCC2)cc1
44. O=C(CN1CCCC1)N/N=C/c1ccc(-c2cccc(Cl)c2)o1
assay / entry,43,45,48,44
AGP1-GFP MLPCN,108,102,108,112
Efflux pump mplx,-0.1,0.0,0.0,-0.1
MEP2 TOR yeast,110,102,100,109
LAP4-GFP MLPCN,104,100,105,120
RPL19A-GFP yeast,101,100,98,115
CIT2 TOR yeast,105,103,107,109
Yeast superoxide,89,104,100,96
AHR act,12,3,0,7

New compounds follow
51. CCNC(=S)N1CCN(C(=O)c2ccco2)CC1
52. Fc1ccc(Nc2nc(-c3ccncc3)nc3ccccc23)cc1
53. Cc1ccc(SC[C@H](Cc2ccccc2)N2CCN(CCc3ccccc3)CCC2=O)cc1
54. CCOc1ccc(NC(=O)CN(C)S(=O)(=O)c2ccc(-c3ccc(=O)[nH]n3)s2)cc1
55. NC(=O)COc1ccc(/C=N/NS(=O)(=O)c2ccccc2)cc1
56. O=C(c1cccc(Cl)c1)C1CCCN(C(=O)c2ccc3c(c2)OCO3)C1 (configuration not stated)
57. N#CC1=C(N)N(c2ncn[nH]2)C2=C(C(=O)CCC2)C1c1ccc(F)cc1 (configuration not stated)
58. Cc1[nH]c2ccccc2c1C(=O)CN1CCCCC1CCO (configuration not stated)
59. CC(C)C(C(=O)NCc1ccco1)N(CC1CCCO1)C(=O)CNS(=O)(=O)c1ccc(F)cc1 (configuration not stated)
60. Cc1ccc(C(=O)n2nc(C#N)c(C#N)c2N)cc1
assay / entry,51,52,53,54,55,56,57,58,59,60
AGP1-GFP MLPCN,112,101,107,99,100,93,96,93,91,114
Efflux pump mplx,-0.4,0.1,0.0,-0.1,0.1,-0.1,0.1,-0.2,0.0,0.0
MEP2 TOR yeast,101,102,106,103,100,95,101,105,95,101
LAP4-GFP MLPCN,101,106,95,99,108,91,89,97,91,121
RPL19A-GFP yeast,106,111,102,99,98,96,102,92,92,103
CIT2 TOR yeast,107,103,101,98,100,95,102,97,96,85
Yeast superoxide,109,93,100,86,108,106,105,112,93,87
AHR act,1,52*,3,5,-2,2,3,8,-1,10

61. O=C(NC(NC1CCS(=O)(=O)C1)C(Cl)(Cl)Cl)c1cccc(Cl)c1 (configuration not stated)
62. CCCCC12CN3CC(C)(CN(C1)C3c1ccc([N+](=O)[O-])o1)C2=O (configuration not stated)
63. CCOC(=O)c1c(NC(=O)CSc2nnc(C)s2)sc2c1CCC(CC)C2 (configuration not stated)
64. COc1ccc(OCCC(=O)OCC(=O)NCc2ccccc2)cc1
65. O=C(Nc1ccc2c(c1)CCC2)c1cccc(OC(F)F)c1
66. O=C(CCNC(=O)c1ccccc1Cl)OCC(=O)c1ccccc1
67. COc1cc(Cl)c(C)cc1NC(=O)COC(=O)CCc1nc2ccccc2c(=O)[nH]1
assay / entry,61,62,63,64,65,66,67
AGP1-GFP MLPCN,102,99,97,104,102,87,93
Efflux pump mplx,0.1,0.3,0.4,0.3,0.0,-0.1,0.1
MEP2 TOR yeast,98,95,105,108,105,93,99
LAP4-GFP MLPCN,98,105,112,101,110,89,100
RPL19A-GFP yeast,100,98,95,104,99,91,89
CIT2 TOR yeast,92,94,104,105,106,95,82
Yeast superoxide,102,98,86,97,103,100,119
AHR act,5,1,-5,-1,3,0,3
